Source: PubChem (several laboratories)
CYP2C19 inhib – inhibitors of human CYP2C19. P33261. CYP2C19 Supersomes, luciferin-H EGE luminescence, 30 min. inhibition, % at 5 µM. 21% of 96,000 active. AID 778;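 active = CYP2C19 inhibition above a set limit at 5 µM in the primary screen, cut at about 50% in these data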;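 note: plate controls were negative control wells for no effect and 2.5 mM tranylcypromine positive control for full effect; values of inactives mirror those of a sister screen read the other way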
Target sequence (P33261 whole entry, looked up): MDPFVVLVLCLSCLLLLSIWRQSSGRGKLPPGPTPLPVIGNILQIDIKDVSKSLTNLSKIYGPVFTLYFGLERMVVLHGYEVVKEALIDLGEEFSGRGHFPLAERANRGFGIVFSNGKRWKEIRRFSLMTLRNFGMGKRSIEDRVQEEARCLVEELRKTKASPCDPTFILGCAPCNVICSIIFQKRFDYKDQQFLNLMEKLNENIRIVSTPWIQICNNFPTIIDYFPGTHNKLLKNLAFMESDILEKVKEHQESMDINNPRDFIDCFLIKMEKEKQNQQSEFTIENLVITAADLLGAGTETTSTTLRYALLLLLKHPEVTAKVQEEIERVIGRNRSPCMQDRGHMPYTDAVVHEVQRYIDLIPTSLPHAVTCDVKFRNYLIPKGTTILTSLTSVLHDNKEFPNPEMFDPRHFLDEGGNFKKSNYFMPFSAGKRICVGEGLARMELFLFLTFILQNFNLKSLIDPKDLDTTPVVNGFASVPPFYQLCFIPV
Rev-RRE block – disrupts HIV-1 Rev binding to RRE RNA. P05866. Rev peptide-RRE RNA binding, FRET. inhibition, % at 8 µM. 0.79% of 97,000 active;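 active = inhibition above the screen-wide mean plus 3 SD, cut at about 35% in these data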;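 note: 0% = median DMSO wells and 100% = median Neomycin B control wells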
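System: Cy5-labelled duplex RRE RNA binding fluorescein-labelled HIV Rev peptide; Signal: fluorescein-to-Cy5 FRET, 480 nm excitation; Also added: labelled Rev peptide; Compound: one concentration, 8 µM nominal; Buffer or medium: HEPES pH 7.5 salt buffer with EDTA; Read-out: % inhibition of FRET ratio versus controls; Schedule: 5 min preincubation and 15 min binding, 25 °C.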
EphB4 ephrin blk – blocks human EphB4 binding to ephrin-B2 | EphB4 LBD / TNYL-RAW-Alexa532 peptide, fluorescence polarization | inhibition, % at 7 µM | 0.15% of 97,000 active;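 active = inhibition above the screen-wide mean inhibition plus 3 SD, cut at about 15% in these data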;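 note: 0% = DMSO wells and 100% = excess unlabeled TNYL-RAW peptide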
Plk1 PBD FP – inhibitors of human Plk1 polo box domain binding; 0.13% of 97,000 active; Plk1 PBD phosphopeptide binding, fluorescence polarization; inhibition, %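 (tested at about 20 µM)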; in the data active = inhibition above about 34%, passing the limit was not always enough
Target sequence (P53350 whole entry, looked up, the tested form may be a part): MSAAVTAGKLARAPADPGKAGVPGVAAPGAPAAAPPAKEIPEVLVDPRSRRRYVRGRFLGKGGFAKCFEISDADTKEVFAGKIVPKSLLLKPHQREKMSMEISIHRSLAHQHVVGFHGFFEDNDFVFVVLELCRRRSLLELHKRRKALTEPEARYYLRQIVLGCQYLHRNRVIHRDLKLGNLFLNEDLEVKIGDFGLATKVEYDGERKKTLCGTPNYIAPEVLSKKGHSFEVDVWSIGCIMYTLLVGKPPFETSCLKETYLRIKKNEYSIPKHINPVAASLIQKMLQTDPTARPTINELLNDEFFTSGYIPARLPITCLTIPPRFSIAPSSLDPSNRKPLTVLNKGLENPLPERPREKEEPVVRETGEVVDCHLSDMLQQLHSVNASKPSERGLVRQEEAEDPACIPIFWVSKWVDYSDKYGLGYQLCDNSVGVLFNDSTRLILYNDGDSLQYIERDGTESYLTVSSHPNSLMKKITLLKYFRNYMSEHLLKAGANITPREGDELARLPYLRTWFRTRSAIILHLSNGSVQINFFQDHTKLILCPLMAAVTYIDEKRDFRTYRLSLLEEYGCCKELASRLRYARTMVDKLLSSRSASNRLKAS
PLAP activator – human PLAP activation. AID 696. purified PLAP enzyme, luminescent substrate read-out; stronger effect = higher value. activation fold at 20 µM. 1.2% of 96,000 active; in the data active = activation fold above about 2
CYP2C19 act – cytochrome P450 2C19 (human) activation | P33261 | recombinant CYP2C19, luciferin-H EGE luminescence; stronger effect = higher value; 0 = fully inhibited enzyme, 1 = untreated enzyme | activation factor at 5 µM | 96,000 tested, under 10 active | AID 1025;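 active = activation factor of at least 2 at 5 µM in the primary screen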;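 note: 0 = wells with 2.5 mM tranylcypromine and 1 = vehicle-only wells; values of inactives mirror those of a sister screen read the other way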
CYP2C9 inh – blocks human cytochrome P450 2C9 | inhibition, % at 5 µM | 20% of 96,000 active | AID 777 | CYP2C9 Supersomes, luciferin-H conversion, luminescence;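 active = blocking of liver enzyme CYP2C9 beyond about 50% at 5 µM, limit read from the data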; note: values of inactives mirror those of a sister screen read the other way
PLK1 inh – blocks human PLK1 kinase activity; 0.53% of 97,000 active; AID 619; inhibition, % at 10 µM; P53350; recombinant PLK1 kinase, TR-FRET peptide phosphorylation;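 active = inhibition of 50% or more in the single-concentration screen; inactive = inhibition below 50%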;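 note: 0% = DMSO max control and 100% = H-89 dihydrochloride min control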
CYP2C9 activ – increases human cytochrome P450 2C9 activity. activation factor at 5 µM. recombinant CYP2C9, luciferin-H conversion, luminescence; stronger effect = higher value; factor 1 = untreated enzyme, 0 = blocked. 1.4% of 96,000 active. P11712. AID 1024;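 active = activation factor of 2 or more for CYP2C9 at a 5 µM dose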;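 note: 0 = sulfaphenazole-blocked wells and 1 = vehicle-only wells; values of inactives mirror those of a sister screen read the other way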
* hit, by the source's call; / = not tested or not shown; [ ] = dose if it differs, or a comment.

SMILES	CYP2C19 inhib	Rev-RRE block	EphB4 ephrin blk	Plk1 PBD FP	PLAP activator	CYP2C19 act	CYP2C9 inh	PLK1 inh	CYP2C9 activ
O=C(Nc1cccc(Cl)c1)Nc1ccc(Cl)cn1	-1	11	-5	14	0.8	1	4	-10	1
CCC(C)NC(=O)CC1Oc2ccc(C)cc2NC1=O (stereo unspecified)	14	/	/	/	1.2	0.9	-27	/	1.3
O=C(CC12CC3CC(CC(C3)C1)C2)NCC(=O)N1CCc2ccccc2C1	12	10	-3	-3	0.9	0.9	0	-10	1
C=C(C)C1CCC(C)=C1COC(=O)Nc1ccccc1 (stereo unspecified)	22	11	-1	3	0.9	0.8	37	-6	0.6
CCC(c1nnnn1C1CCCC1)N1CCN(c2ccccc2F)CC1 (stereo unspecified)	33	7	-8	6	1.3	0.7	56*	-15	0.4
O=c1c(O)c(-c2cccs2)oc2ccc(Cl)cc12	-8	102*[fluorescence artefact?]	5	-210	1	1.1	-23	-21	1.2
Cn1c(=O)c2c(nc(Oc3ccc4c(c3)OCO4)n2Cc2ccc(Cl)cc2)n(C)c1=O	-6	2	-2	15	0.8	1.1	27	-12	0.7
CCOc1ncccc1C(=O)Nc1ccc(Cl)cc1	7	9	-3	-1	1	0.9	23	-7	0.8
O=C(COc1ccccc1)Nc1nonc1NC(=O)COc1ccccc1	29	4	4	-3	0.9	0.7	52*	-8	0.5
Cc1ccc(NCc2nnc(SCC(=O)N3CCCCC3)n2CC2CCCO2)c(C)c1 (stereo unspecified)	/	7	0	-12	/	/	/	-7	/
NC(=O)c1cnn2c(C(F)(F)F)cc(-c3ccc(F)cc3)nc12	-3	4	5	-10	0.9	1	-8	-14	1.1
COC(=O)c1c(NC(=O)CSc2nnnn2-c2ccccc2)sc2c1CCCC2	32	12	-6	3	1.2	0.7	72*	-11	0.3
CC(C)(C)SCCNS(=O)(=O)c1ccc(F)cc1	14	0	-5	-4	0.8	0.9	40	-11	0.6
COc1ccc(CNC(=O)C2CCC(CNS(=O)(=O)c3cccc4nsnc34)CC2)cc1 (stereo unspecified)	0	5	11	-12	0.8	1	2	-9	1
CCOC(=O)N1CCN(c2cc3[nH]c(=S)[nH]c3cc2F)CC1	15	3	-1	30	1.8	0.8	-9	-15	1.1
CCn1nnnc1Oc1ccc(Cl)cc1	36	-1	-1	21	1	0.6	-3	-10	1
Cc1noc(C)c1COc1ccc(C(=O)OCC(=O)NC(=O)C2COc3ccccc3O2)cc1 (stereo unspecified)	14	8	11	17	1	0.9	41	-5	0.6
COc1ccc(S(=O)(=O)N2CCCCCC2)cc1	51*	0	4	17	0.9	0.5	-12	-6	1.1
COc1ccc(-n2nnnc2SCC(=O)Nc2nnc(C)s2)cc1OC	39	3	-8	-4	1	0.6	45	-7	0.6
COc1ccc(OC)c(NC(=O)c2cc(S(=O)(=O)NCc3ccco3)ccc2F)c1	26	0	3	18	0.9	0.7	12	-4	0.9
Cc1ccc(-c2cc3nn(-c4ccccc4)c(N)c3c(=O)o2)cc1	12	10	-4	-16	0.9	0.9	16	-12	0.8
O=C(O)CSc1cnc2ccccc2n1	16	0	-1	17	1.1	0.8	2	-10	1
O=P(O)(O)CCP(=O)(c1ccccc1)c1ccccc1	7	3	-2	-26	1	0.9	6	-8	0.9
C=CCn1c(=O)/c(=C2/SC(C)=C(C)N2CC)s/c1=C1/C(=O)N(C)C(=S)N1c1ccccc1	/	9	-4	-2	/	/	/	-4	/
O=C(Nc1ccccc1N1CCCC1)c1ccc(Br)o1	57*	9	4	-12	1	0.4	53*	-9	0.5

10 structures from above, arranged by count of non-hydrogen atoms, high to low.
SMILES	CYP2C19 inhib	Rev-RRE block	EphB4 ephrin blk	Plk1 PBD FP	PLAP activator	CYP2C19 act	CYP2C9 inh	PLK1 inh	CYP2C9 activ
C=CCn1c(=O)/c(=C2/SC(C)=C(C)N2CC)s/c1=C1/C(=O)N(C)C(=S)N1c1ccccc1	/	9	-4	-2	/	/	/	-4	/
Cc1ccc(NCc2nnc(SCC(=O)N3CCCCC3)n2CC2CCCO2)c(C)c1 (stereo unspecified)	/	7	0	-12	/	/	/	-7	/
COC(=O)c1c(NC(=O)CSc2nnnn2-c2ccccc2)sc2c1CCCC2	32	12	-6	3	1.2	0.7	72*	-11	0.3
O=C(COc1ccccc1)Nc1nonc1NC(=O)COc1ccccc1	29	4	4	-3	0.9	0.7	52*	-8	0.5
CCC(c1nnnn1C1CCCC1)N1CCN(c2ccccc2F)CC1 (stereo unspecified)	33	7	-8	6	1.3	0.7	56*	-15	0.4
NC(=O)c1cnn2c(C(F)(F)F)cc(-c3ccc(F)cc3)nc12	-3	4	5	-10	0.9	1	-8	-14	1.1
CCC(C)NC(=O)CC1Oc2ccc(C)cc2NC1=O (stereo unspecified)	14	/	/	/	1.2	0.9	-27	/	1.3
CCOc1ncccc1C(=O)Nc1ccc(Cl)cc1	7	9	-3	-1	1	0.9	23	-7	0.8
CC(C)(C)SCCNS(=O)(=O)c1ccc(F)cc1	14	0	-5	-4	0.8	0.9	40	-11	0.6
O=C(O)CSc1cnc2ccccc2n1	16	0	-1	17	1.1	0.8	2	-10	1

Next structures:
SMILES	CYP2C19 inhib	Rev-RRE block	EphB4 ephrin blk	Plk1 PBD FP	PLAP activator	CYP2C19 act	CYP2C9 inh	PLK1 inh	CYP2C9 activ
Cn1c(SCC(=O)NCc2ccccc2)nc2ccccc21	40	2	-11	6	1.1	0.6	-345	-5	4.5*
Cc1ccc(S(=O)(=O)c2c(N)n(CCN3CCOCC3)c3nc4ccccc4nc23)cc1C	72*	4	-2	-14	1	0.3	0	-15	1
CCOC(=O)c1[nH]c2ccccc2c1NC(=O)CN1CCCCC1	7	1	-3	-3	1	0.9	1	-6	1
O=C(NCc1ccco1)c1ccc(CS(=O)(=O)Cc2ccc(F)cc2)o1	42	0	12	-20	1	0.6	41	-10	0.6
C=CCN(C(=O)CNC(=O)c1ccco1)C(C(=O)NC1CCCCC1)c1ccccc1F (stereo unspecified)	35	7	-9	36	1.1	0.7	30	5	0.7
CCCNC(=O)NC(=O)CN1C(=O)NC(C)(c2ccc(C)cc2)C1=O (stereo unspecified)	12	3	-2	4	1.1	0.9	10	-1	0.9
CC(C)NC(=O)c1ccccc1NC(=O)c1ccccc1N(C)S(C)(=O)=O	-5	1	4	-9	1	1	15	14	0.9
CCOC(=O)C1=C(C)Nc2nnnn2C1c1c[nH]c2ccccc12 (stereo unspecified)	90*	4	2	10	1.1	0.1	84*	-5	0.2
Cc1ccc(C(=O)C2=C(O)C(=O)N(c3ncccn3)C2c2ccc(Cl)cc2)o1 (stereo unspecified)	/	4	-9	-12	/	/	/	-7	/
Cc1cc(C)c(C#N)c(N2CCN(Cc3ccc4c(c3)OCO4)CC2)n1	41	22	3	-18	1.5	0.6	47	-6	0.5
CCn1cc([N+](=O)[O-])c(C(=O)Nc2nc(-c3ccc(C)c(C)c3)c(C)s2)n1	-7	1	1	-10	1	1.1	-8	-9	1.1
CC1Cc2cc(/C(O)=C3/C(=O)C(=O)N(Cc4ccco4)C3c3cccs3)ccc2O1 (stereo unspecified)	-9	0	-3	-11	1	1.1	-2	-19	1
c1ccc(-n2nnnc2Oc2ccc(-c3nnco3)cc2)cc1	/	-1	0	-14	/	/	/	-9	/
CC(=O)OCC(OC(C)=O)C(OC(C)=O)C(OC(C)=O)C(=O)Nc1ccccc1C (stereo unspecified)	-2	3	0	6	1	1	4	-8	1
CC(=O)Nc1ccccc1C(=O)N1CCc2ccccc21	16	1	3	0	1.1	0.8	-18	-8	1.2
CCCOc1ccc(-c2nc(C#N)c(N3CCc4ccccc4C3)o2)cc1	-4	11	-6	9	1.1	1	30	0	0.7
c1ccc2c(c1)nc(CN1CCOCC1)n1c3ccccc3nc21	13	3	0	17	0.9	0.9	12	-13	0.9
Cc1nc2c(-c3ccccc3)c(C)nn2c(C)c1CCC(=O)N1CCOCC1	10	-3	-6	-18	1.5	0.9	-2	-7	1
CC1(C)C2([N+](=O)[O-])CN3CC1([N+](=O)[O-])CN(C2)C31CCCC1	-8	10	1	-22	0.9	1.1	3	-22	1
CCOC(=O)c1cc(NC(=O)c2ccoc2C)cc(C(=O)OCC)c1	40	5	-6	-19	1.3	0.6	52*	-12	0.5
O=C(CSC(=S)N1CCCCC1)Nc1nc(-c2ccccc2)c(-c2ccccc2)o1	26	4	-1	-11	0.9	0.7	-1	-12	1
COc1cc(NC(=O)C2CCCO2)c(OC)cc1Cl (stereo unspecified)	/	-1	0	-27	/	/	/	-8	/
O=C(Cn1nc(Cl)nc1Cl)Nc1ccccc1	40	/	/	/	1	0.6	11	/	0.9
Cn1c(SCC(=O)N/N=C/C=C\c2ccco2)nc2ccccc21	16	-4	-9	-3	1.3	0.8	-37	-15	1.4
CCN(CC)c1ccc(NC(=O)/C=C/c2cc(Br)ccc2OC)cc1	30	-5	-6	-20	0.9	0.7	-120	-7	2.2*

(cont.)
SMILES	CYP2C19 inhib	Rev-RRE block	EphB4 ephrin blk	Plk1 PBD FP	PLAP activator	CYP2C19 act	CYP2C9 inh	PLK1 inh	CYP2C9 activ
CCOC(=O)C1=C(N)Oc2cc(C)n(C)c(=O)c2C1c1ccncc1 (stereo unspecified)	72*	/	/	/	1.1	0.3	73*	/	0.3
Cc1nc(SCC(=O)NCCc2ccccc2)n[nH]1	38	8	-1	21	1.8	0.6	3	5	1
COC(=O)c1ccc2nc(NC(=O)CN3C(=O)CCC3=O)sc2c1	10	6	-2	10	1	0.9	16	-18	0.8
CCC(=O)N1CCc2cc(S(=O)(=O)CCC(=O)NCCc3ccccc3)ccc21	35	2	-2	-21	1.6	0.7	50*	-4	0.5
O=C1NCCCC1C(=O)N1CCN(C(c2ccccc2)c2ccccc2)CC1 (stereo unspecified)	-5	/	/	/	1.6	1	2	/	1
O=C(NCCN1CCOCC1)c1ccc(CS(=O)(=O)c2c(Cl)cccc2Cl)o1	4	-3	-2	-15	1.1	1	6	-4	0.9
Cc1nn(-c2ncc(C(F)(F)F)cc2Cl)c(=O)n1-c1ccccc1	24	8	7	3	1.1	0.8	-45	4	1.5
Cc1ccc(C2CCN(C(=O)Nc3ccccc3)C2)cc1 (stereo unspecified)	60*	1	6	-33	0.7	0.4	30	-3	0.7
COc1ccc(O)c(-c2cc(C(F)(F)C(F)F)nc(-c3ccccc3)n2)c1	0	3	0	-42	0.9	1	18	-2	0.8
CCCn1c(SCC(=O)N2c3ccc(F)cc3CCC2C)nnc1-c1ccccn1 (stereo unspecified)	/	0	-8	-3	/	/	/	13	/
Cc1oc2nc(SCCCC(=O)NCCCO)nc(N)c2c1C	10	/	/	/	0.9	0.9	15	/	0.8
CCOc1nc(C)ccc1-c1noc(CC)n1	/	3	-3	-4	/	/	/	-16	/
Clc1cccc(Cl)c1COc1ccccn1	52*	8	5	-12	0.9	0.5	37	-5	0.6
CCc1ccccc1-n1c(SCC(=O)Nc2ccc3c(c2)OCCO3)nc2[nH]ncc2c1=O	54*	5	-8	-22	1.9	0.5	61*	16	0.4
O=C(NC1CCCCC1)NC1CCN(S(=O)(=O)Cc2ccccc2)CC1	-3	-1	4	5	1	1	9	-15	0.9
